HTRA1 inhibitor = HTRA1 serine protease inhibitors, primary screen, biochemical, fluorescence polarization, HTS. Q92743. recombinant HTRA1, FP-rhodamine activity-based probe. inhibition, % at 5.96 µM. 340,000 tested, 0.5% active. AID 504803, 2011; in the data active = inhibition above about 36%;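 also: 0% = enzyme with DMSO and 100% = wells lacking enzyme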
Target sequence (Q92743 whole entry, looked up): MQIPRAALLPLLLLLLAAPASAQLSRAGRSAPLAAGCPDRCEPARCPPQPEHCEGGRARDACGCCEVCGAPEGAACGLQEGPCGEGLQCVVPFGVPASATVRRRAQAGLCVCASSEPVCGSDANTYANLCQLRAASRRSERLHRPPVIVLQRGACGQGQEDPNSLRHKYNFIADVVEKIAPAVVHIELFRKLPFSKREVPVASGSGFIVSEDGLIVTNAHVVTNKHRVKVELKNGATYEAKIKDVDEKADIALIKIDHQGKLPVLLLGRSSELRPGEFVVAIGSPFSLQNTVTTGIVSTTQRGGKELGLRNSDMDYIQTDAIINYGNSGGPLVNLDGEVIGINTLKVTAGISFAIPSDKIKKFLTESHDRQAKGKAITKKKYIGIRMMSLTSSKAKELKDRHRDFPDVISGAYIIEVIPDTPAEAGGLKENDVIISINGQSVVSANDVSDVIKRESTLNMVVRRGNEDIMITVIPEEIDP
mABHD4 FP = ABHD4 inhibitors, primary screen, biochemical, fluorescence polarization, mouse; (Lyso)-N-acylphosphatidylethanolamine lipase (Mus musculus), Q8VD66; 370,000 tested, 0.54% active; purified mABHD4, FP-Rh probe fluorescence polarization; inhibition, % at 8.92 µM;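 active = inhibition exceeding the mean over every tested compound plus 3 SD, cut at about 30% in these data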;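 also: 0% = plate median of compound wells and 100% = S159A mutant with DMSO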
Target sequence (Q8VD66 whole entry, looked up): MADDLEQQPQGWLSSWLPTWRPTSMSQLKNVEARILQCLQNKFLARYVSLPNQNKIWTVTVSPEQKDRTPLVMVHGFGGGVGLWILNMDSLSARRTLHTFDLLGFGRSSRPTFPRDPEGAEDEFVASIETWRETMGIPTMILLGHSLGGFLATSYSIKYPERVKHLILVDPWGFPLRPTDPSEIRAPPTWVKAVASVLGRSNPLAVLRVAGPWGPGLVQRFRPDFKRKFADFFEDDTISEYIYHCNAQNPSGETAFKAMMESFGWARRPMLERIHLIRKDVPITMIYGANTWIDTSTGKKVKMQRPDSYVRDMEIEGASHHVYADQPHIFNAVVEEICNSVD
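Material: mouse ABHD4 enzyme, wild type; Benchmarks: S159A mutant high control, sample median low control; Buffer or medium: HEPES pH 7.0, NaCl, Pluronic buffer; Signal: fluorescence polarization; Read-out: percent inhibition of probe binding, normalized to plate controls; Timing: pre-incubation 45 min, probe exposure 60 min, at 25 °C; Dosing: 8.92 µM, single dose.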
TDP2 inh = human TDP2 enzyme inhibitors, primary screen, biochemical, epi absorbance, recombinant enzyme; inhibition, % at 12.8 µM; AID 720702, 2013; T5PNP hydrolysis, p-nitrophenol absorbance 415 nm; 370,000 tested, 0.34% active;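 active = inhibition above the mean of all tested compounds plus 3 SD, set per campaign, cut at about 25% in these data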;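 also: 0% = DMSO with enzyme and 100% = buffer with substrate but no TDP2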
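Material: recombinant human TDP2; quantity: TDP2 enzyme at 120 nM final; medium: Tris-HCl pH 7.5 with MgCl2; compound: single concentration, 12.8 µM nominal, with 1% DMSO; incubation: 2 h enzyme incubation at 37 °C; signal: epi absorbance; measure: percent inhibition; benchmarks: high control without enzyme, low control DMSO plus TDP2; repeats: singlicate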
LEDGF integ inh = blockers of LEDGF/p75-dependent integrase strand transfer – biochemical, TR-FRET, high throughput, primary screen | TR-FRET IN-LEDGF/p75 DNA integration, Eu/Cy5 | inhibition, % at 3.7 µM | 370,000 tested, 0.64% active | AID 743269, 2014;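 active = inhibition above the screen-wide mean plus 3 SD, cut at about 13% in these data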;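 also: signal is the Cy5 over europium emission ratio at 671 and 618 nm; 0% = plate median of compound wells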
TCR-CD3 inh = inhibitors of human TCR-CD3 interaction, primary screen, biochemical, fluorescence, TAMRA-labeled TCR probe; AID 651800, 2012; inhibition, % at 9.4 µM; T-cell receptor (TCR); 360,000 tested, 0.37% active; in the data active = inhibition above about 19%;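 also: recombinant mutant TCR 2C K166C tagged with TAMRA read by polarization; 0% = receptor in buffer alone and 100% = receptor with positive control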
SIAE inh = human SIAE inhibitors, primary screen, biochemical, fluorescence polarization, FP-Rh probe, 1536-well HTS; Sialate O-acetylesterase (Homo sapiens), Q9HAT2; 370,000 tested, 0.69% active; AID 1053197, 2014; SIAE FP-Rh probe binding; inhibition, % at 9.66 µM;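 active = inhibition above a cutoff: mean of compounds within the control limits plus 3 SD of those, cut at about 17% in these data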;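 also: 0% = plate median of compound wells and 100% = probe without SIAE protein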
Tn7 DDE FP = inhibitors of Tn7 peptide binding to fibrin DD(E), primary screen, biochemical, fluorescence polarization, human fibrin, Tn7 probe. FP displacement of FITC-Tn7 peptide from fibrin DD(E); 0% = median of compound wells per plate. 370,000 tested, 0.13% active. inhibition, % at 8.3 µM;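 active = inhibition above the mean of compounds falling within the control limits plus 3 SD of them, cut at about 14% in these data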;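 also: 0% = plate median of compound wells and 100% = 10 µM Aha-Tn7 peptide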
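Assay system: human fibrin DD(E). Input: DD(E) 2 µM final. Medium: Tris buffer with calcium and detergent, pH 7.8. Compound dosing: single point at 8.3 µM. Timing: 10 min plus 3 h, room temperature. Technique: fluorescence polarization of the labelled Tn7 tracer. Read-out: percent inhibition. Replicates: singlicate testing.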
UHRF1 MBD2 ctr = UHRF1 methylated DNA binding inhibitors, primary screen, counter-screen for MBD2 inhibitor project, biochemical, TR-FRET, human UHRF1, single concentration | 370,000 tested, 0.75% active | E3 ubiquitin-protein ligase UHRF1 (Homo sapiens), Q96T88 | UHRF1 binding to methylated oligo | inhibition, % at 4.4 µM; in the data active = inhibition above about 21%;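 also: UHRF1 SRA domain binding a hemimethylated CpG hairpin DNA probe; 0% = median of test compound wells and 100% = reference inhibitor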
PG9 Ab binder = binders of HIV-1 gp120 antibody PG9, primary screen, biochemical, TR-FRET. TR-FRET gp120-PG9 antibody binding. inhibition, % at 6.7 µM. 360,000 tested, 0.43% active. AID 624416, 2012; in the data active = inhibition above about 8.5%
PRMT1 inh = PRMT1 methyltransferase inhibitors, primary screen, biochemical, fluorescence polarization; Protein arginine N-methyltransferase 1 (Homo sapiens), Q99873; recombinant PRMT1, activity-based probe fluorescence polarization; AID 652257, 2013; 370,000 tested, 1.3% active; inhibition, % at 2.79 µM;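 active = inhibition above about 21% made by adding two undisclosed values, limit read from the data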
An asterisk follows results filed as active; . = not tested or not shown. Compounds as they come. Share with any hit: about 4.2%.

SMILES	HTRA1 inhibitor	mABHD4 FP	TDP2 inh	LEDGF integ inh	TCR-CD3 inh	SIAE inh	Tn7 DDE FP	UHRF1 MBD2 ctr	PG9 Ab binder	PRMT1 inh
CCCCCN(C(=O)CN1CCC(Cc2ccccc2)CC1)c1c(N)n(CCCC)c(=O)[nH]c1=O	-1	3	-3	3	6	-2	-5	0	-0.5	0
COc1ccccc1-n1c(SC)nc2c(sc(=S)n2-c2ccccc2)c1=O	-4	10	-3	-1	0	-2	1	0	0.9	2
c1cncc(CNc2ncnc3ccc(-c4ccoc4)cc23)c1	-6	-7	-19	3	-5	-5	0	5	-0.6	1
CCN(CC)CCNC(=O)C(C(=O)c1ccccc1)n1ccccc1=O (centres undefined)	-2	2	5	-4	-7	-2	-1	9	0.7	-1
Oc1c(Cl)cc(Cl)cc1C=Nc1ccc(N2CCOCC2)cc1	18	8	22	6	-3	9	6	3	-7.0	4
COC(=O)c1cc2c(c3c4cc(F)ccc4n(S(=O)(=O)c4cccc(C)c4)c13)C(=O)N(Cc1ccc(N(C)C)cc1)C2	.	1	9	0	-2	10	0	-2	-0.7	-1
COc1ccc2cc(C(=O)C3CCCN(C(=O)CSc4nnc(C)o4)C3)ccc2c1 (centres undefined)	-3	5	0	0	3	1	9	-3	-2.0	0
Cc1ccc(C(=O)NCCONC(=O)c2ccc(C)cc2)cc1	-2	-3	25*	-1	0	6	-6	0	-1.4	-4
CCN1CCN(C(=O)c2ccc(S(=O)(=O)Nc3ccccc3)cc2)CC1	2	0	6	0	2	1	-5	1	-0.5	3
COc1ccc(-n2nnnc2SCC(=O)NCCc2ccc(OC)c(OC)c2)cc1	0	3	1	1	3	4	0	0	1.9	0
O=C(Nc1ccc(F)cc1)NC1(C(=O)NCc2ccc3c(c2)OCO3)CCCCC1	-2	1	-1	0	3	3	-1	-1	-0.3	-2
CN1/C(=C\C=[N+](C)c2ccccc2)C(C)(C)c2ccccc21	4	7	14	-3	-3	3	0	-1	0.0	3
CC(=O)Nc1ccc(SC(Sc2ccc(NC(C)=O)cc2)c2ccccc2)cc1	-40	-40	-2	-4	-5	-17	0	1	-0.2	29*
Clc1ccc(SCCOCCN2CCCCCC2)cc1	-9	13	18	-1	6	4	-3	0	-2.1	1
O=C(CCNS(=O)(=O)c1cccs1)Nc1nccs1	8	-12	-21	-3	-6	-5	-5	3	0.0	7
CCCCC[C@H](C)N1C[C@H](COCc2ccccc2)Oc2cc(N3CC[C@@H](N(C)C)C3)ccc2S1(=O)=O	.	7	-5	1	-4	10	-6	1	-1.3	-2
O=C(CN1C(=O)NC2(CCCC2)C1=O)NC(c1ccccc1)c1ccccc1	-1	-2	8	5	6	5	3	-1	-1.7	-3
CN(C)C1(CNC(=O)C2CCC(=O)N(Cc3ccc(Cl)cc3)C2)CCCCC1 (centres undefined)	1	-3	13	0	9	1	-1	0	-0.8	-2
CC1=C(C(=O)OCc2ccccc2)C(c2cccc([N+](=O)[O-])c2)NC(=O)N1C (centres undefined)	-1	-1	7	-5	2	3	5	0	-0.8	3
Cn1c(=O)oc2cc(S(=O)(=O)NCCC(=O)Nc3ccc4c(c3)OCCO4)ccc21	-1	-2	9	6	-5	-2	3	3	2.3	3
Cc1cc(C)cc(C(=O)N(NC(=O)Nc2ccc(Cl)cc2)C(C)(C)C)c1	-4	3	-12	0	3	-1	-1	1	0.5	0
CN(CC(=O)Nc1ccc(Cl)c(C(F)(F)F)c1)C(=O)Cc1cccs1	-10	-3	9	-1	0	3	-3	-3	0.2	0
O=C(O)C1CCN(c2ccc(S(=O)(=O)N3CCCCC3)cc2[N+](=O)[O-])CC1	-2	3	6	-2	-1	5	1	2	0.8	2
CN(Cc1ccccc1)CC(O)CN(C)Cc1ccccc1	2	6	4	5	-7	3	6	-2	1.4	0
O=C(Cn1c(-c2ccccc2)c[n+]2ccsc12)c1ccccc1	-3	-2	7	3	-8	-1	-1	3	-0.1	9
Nc1ccc(C=C2C=Cc3ccccc32)cc1	23	-15	-18	-4	3	5	4	-2	-1.8	1
CC1=C(C(=O)N2CCOCC2)CC(CC(=O)NCCN2CCOCC2)C(=O)N1Cc1ccccc1 (centres undefined)	0	-7	-8	-4	-4	6	-2	19	-0.1	1
COc1cc(/C=N/NS(=O)(=O)c2ccc(C)cc2)ccc1OCc1cccc(C(=O)O)c1	-1	-7	-1	1	8	0	2	1	-2.4	1
O=C(NC1CCCCC1)C(c1ccco1)N(C(=O)C(F)(F)F)C1CC1 (centres undefined)	2	-2	-15	0	-5	-3	-4	0	-1.0	-2
O=C1NC2=C(C(=O)CCC2)C(c2ccccc2)N1 (centres undefined)	8	0	-14	-3	1	2	3	2	-0.1	8
CCCCC(CC)C(=O)Nc1cc(C(=O)NCc2ccc(C)cc2)ccc1N1CCC2(CC1)CC(c1cccc(Br)c1)=NO2 (centres undefined)	-33	-4	-11	1	1	-9	-8	-4	2.0	-1
O=C(c1ccco1)N1CCN(C2CN(Cc3ccccc3)S(=O)(=O)C2)CC1 (centres undefined)	.	-6	1	1	6	3	2	-3	0.3	0
COc1ccc(NC(=O)N2CCCC2C(=O)NCC2CCCCC2)cc1 (centres undefined)	0	1	6	1	6	-4	3	-1	-2.3	0
Cc1ccc(NC(=O)CCc2c(C)nc3ncnn3c2C)nc1	-7	1	-11	4	2	1	3	-2	-1.6	-3
CC(=O)c1ccccc1OCC(=O)Nc1cccc(S(=O)(=O)N2CCCC2)c1	6	-3	-13	3	-10	2	-1	0	-0.3	-4
COc1cccc(C=O)c1OC(=O)N1CCOCC1	3	1	-9	5	2	9	-4	-1	0.6	-2
Cc1ccccc1OCC(=O)OCC(=O)N1CCCc2ccccc21	-1	4	9	9	2	-1	8	-1	1.6	-6
COc1ccc(S(=O)(=O)N2CCC(C(=O)N3CCOCC3)CC2)cc1	-1	9	8	0	-4	0	-7	1	1.3	2
c1csc(-c2nc3ccccc3s2)c1	-1	1	-5	-3	-2	0	3	1	2.3	33*
Cc1ccc(CN(Cc2cccnc2)C(=S)Nc2cccc(Cl)c2C)cc1	-28	-1	-2	-5	-3	-2	4	1	-1.7	-2
CC(OC(=O)[C@@H](NC(=O)OCc1ccccc1)C(C)C)C(=O)Nc1ccc(N2CCOCC2)cc1 (some centres undefined)	7	-4	-2	-2	-9	9	-2	3	0.3	5
O=C(CCc1n[nH]c(=O)[nH]c1=O)Nc1cccc([N+](=O)[O-])c1	-1	-9	-7	11	-5	1	-6	-2	-3.7	4
COc1ccc(CCN2C(=NC(C)=O)SC3CS(=O)(=O)CC32)cc1OC (centres undefined)	2	0	0	2	5	2	2	-2	-1.0	-4
CCCCOCCCn1c(-c2ccco2)nc2nc3ccccc3nc21	-11	-14	-4	-3	1	1	-1	-5	0.2	-1
CCC(C)(C)NC(=O)/C=C/c1cc(OC)c(OC)c(S(=O)(=O)N2CCc3ccccc32)c1	4	-4	2	-3	-1	6	-2	1	0.8	-1
O=C(Cn1nnc(-c2ccc(S(=O)(=O)N3CCCC3)cc2)n1)Nc1ccccc1-n1cccc1	-21	-12	6	-2	0	-5	0	-1	-1.3	-5
Cc1ccc(S(=O)(=O)N2CCN=C2SCc2ccc(Cl)c(Cl)c2)cc1	-1	4	-6	0	4	3	10	2	0.9	-3
C/C=C\C(=O)Nc1cccc(C2=NOC3(C2)C[C@@H](C(N)=O)N(C(=O)c2ccccc2)C3)c1 (some centres undefined)	1	-2	10	0	3	4	-6	-3	-0.2	-1
CC(=O)Nc1nc(-c2cccs2)cs1	-3	10	2	0	2	-6	1	-2	0.2	1
Cc1ccc(C(=O)NCC(=O)Nc2ccncc2)s1	5	-2	3	2	2	3	1	-1	-1.6	-4
O=C(NCCc1ccccc1)c1cccc(NC(=O)c2ccccc2)c1	-16	-7	2	5	3	-1	-3	-4	-0.5	-4
CCOC(=O)N1CCN(C(=O)COc2cc(=O)n(C)c3ccccc23)CC1	1	3	-5	3	0	4	-4	2	-2.5	2
O=[N+]([O-])c1cccc(S(=O)(=O)NCCc2ccccc2)c1	-2	11	7	-4	-12	-3	-1	4	-0.2	3
COc1cc(NC(=O)C2=C(N3CCOCC3)/C(=C\c3ccc(Br)cc3)CC2)cc(OC)c1OC	-2	4	-6	3	-1	1	2	-1	-4.1	-3
O=C(O)c1cc(=O)c2cc(Cl)ccc2o1	-3	1	-2	-1	-7	0	-2	1	-0.1	4
COc1ccc(S(=O)(=O)NC(C)C(=O)NCc2cccnc2)cc1OC (centres undefined)	-2	3	4	-3	-7	-2	-8	1	-1.2	6
COc1cccc(-c2nc(C(N)=O)c3[nH]c(=O)n(-c4ccccc4)c3n2)c1OC	1	-1	-1	0	1	-4	0	2	1.9	-6
N=C1/C(=C\c2coc3ccccc3c2=O)C(=O)N=C2SC=CN12	-13	-8	-15	15*	-11	-7	-7	-13	-3.1	36*
CN1OCC(S(=O)(=O)c2ccccc2)C1c1ccccc1 (centres undefined)	3	7	10	1	4	3	-2	1	-1.8	2

Screening data: PubChem, The Scripps Research Institute Molecular Screening Center
